LmPK inh: LmPK (Leishmania mexicana) enzyme inhibition. 0.37% of 290,000 active. Potency, µM (series often up to 57.5 µM), without a hit: at the top dose activity change, negative = inhibition, actives largely listed as inhibitors. purified LmPK, Kinase-Glo ATP luminescence, 1 h; further: potency means the concentration at half of the fitted maximal effect
Target sequence (Q27686 whole entry, looked up): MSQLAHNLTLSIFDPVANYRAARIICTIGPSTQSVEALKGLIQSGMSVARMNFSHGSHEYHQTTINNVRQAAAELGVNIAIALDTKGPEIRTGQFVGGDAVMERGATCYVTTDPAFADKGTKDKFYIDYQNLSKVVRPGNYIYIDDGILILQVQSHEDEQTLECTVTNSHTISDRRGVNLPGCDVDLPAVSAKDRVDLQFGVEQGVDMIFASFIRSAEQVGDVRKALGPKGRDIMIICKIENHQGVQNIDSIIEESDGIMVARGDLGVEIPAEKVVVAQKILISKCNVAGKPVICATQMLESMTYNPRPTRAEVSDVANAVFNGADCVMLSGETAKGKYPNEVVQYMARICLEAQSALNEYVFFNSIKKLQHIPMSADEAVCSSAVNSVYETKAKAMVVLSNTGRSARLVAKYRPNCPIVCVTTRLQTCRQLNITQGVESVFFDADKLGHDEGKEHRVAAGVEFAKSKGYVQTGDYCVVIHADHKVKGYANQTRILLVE
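Screened at intermediate enzyme activity to detect both inhibitors and activators: LmPK at 0.1 nM, with a 0.5 nM enzyme column as activation reference. PEP 0.5 mM, ADP 0.1 mM; ATP detected by luminescence after 1 h.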
Sm TGR inh: blocks Schistosoma mansoni thioredoxin glutathione reductase; Q962Y6; 3% of 360,000 active; Potency, µM (highest dose often 114 µM), without a hit: at the highest dose activity change, negative = inhibition, most hits filed as inhibitors; purified TGR, DTNB reduction, TNB absorbance 405 nm; further: potency means the concentration at half of the fitted maximal effect; nearly all actives have a fitted effect of over 60% in size
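TGR 20 nM + NADPH 100 uM (dispensed conc.), cpd preinc 15 min RT; start with NADPH (500 uM addition) then DTNB (15 mM addition). Kinetic TNB absorbance, 405 nm filter. Four-parameter Hill fit across titration.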
AmpC no deterg: AmpC beta-lactamase inhibition without detergent; 0.52% of 330,000 active; Potency, µM (doses to about 57.1 µM), inactives show top-dose activity change, negative = inhibition, usual class: inhibitors; AmpC nitrocefin hydrolysis, absorbance 480 nm, 0.0001% Triton; P00811; AID 485341;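 further: potency means the concentration at half of the fitted maximal effect; plate controls were no compound for no effect and no enzyme for full effect; nearly all actives have a fitted effect of over 20% in size; some results filed as inactive show a strong effect at the top dose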
Target sequence (P00811 whole entry, looked up): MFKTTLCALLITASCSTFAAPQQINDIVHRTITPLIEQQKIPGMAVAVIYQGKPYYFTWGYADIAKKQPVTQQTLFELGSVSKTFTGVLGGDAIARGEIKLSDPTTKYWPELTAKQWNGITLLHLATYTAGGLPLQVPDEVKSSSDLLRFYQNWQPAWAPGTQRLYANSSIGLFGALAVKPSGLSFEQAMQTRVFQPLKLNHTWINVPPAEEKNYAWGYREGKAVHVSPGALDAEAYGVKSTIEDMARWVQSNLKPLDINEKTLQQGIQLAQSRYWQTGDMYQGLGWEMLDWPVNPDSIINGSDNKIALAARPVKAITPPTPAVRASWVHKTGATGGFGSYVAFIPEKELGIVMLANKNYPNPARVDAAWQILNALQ
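AmpC (5.3 nM in the dispensed reagent) in 20 mM phosphate pH 7.0 with 0.01% (detergent screen) or 0.0001% Triton X-100 was preincubated with compounds for 15 min at room temperature. Nitrocefin was then added from an 800 uM solution, and hydrolysis was followed at 480 nm.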
AMA1-RON2 inh: AMA1-RON2 (P. falciparum) interaction inhibition; AlphaScreen AMA1-biotinylated RON2 peptide binding; 0.2% of 360,000 active; AID 720542; Potency, µM (top dose mostly 58.2 µM), without a hit: top-dose activity change, negative = inhibition, most hits filed as inhibitors;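 further: potency means the concentration at half of the fitted maximal effect; 0% = vehicle wells and -100% = peptide control; nearly all actives have a fitted effect of over 45% in size; some results filed as inactive show a strong effect at the top dose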
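AMA1 (3D7) with his tag at 25 nM final met compounds first, then biotinylated RON2 peptide at 25 nM; detection used donor plus acceptor beads, 10 µg/mL apiece, read by AlphaScreen after 30 min at room temperature.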
HCMV inh: inhibitors of human cytomegalovirus; activity change, negative = inhibition, % at 57.5 µM; 4.5% of 410,000 active; HFF cells, HCMV-luciferase reporter, 72 h; stronger effect = lower value; in the data active means activity change below about -60%; inconclusive means no clear call, values can overlap the other calls; inactive means above about -39%
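Human foreskin fibroblasts infected with luciferase-reporter HCMV at MOI 1 PFU/cell, compounds at two doses. Luciferase measured 72 h post infection; normalized to buffer-only basal and Salinomycin (10uM) controls.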
AmpC inh detg: inhibitors of E. coli AmpC beta-lactamase with detergent; 0.041% of 370,000 active; AID 485294; Potency, µM (highest dose often 114 µM), inactives show top-dose activity change, negative = inhibition, usual class: inhibitors; AmpC hydrolysis of nitrocefin, absorbance 480 nm, 0.01% Triton; P00811;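 further: potency means the concentration at half of the fitted maximal effect; 0% = no-compound wells and -100% = no-enzyme wells; nearly all actives have a fitted effect of over 25% in size; some results filed as inactive show a strong effect at the top dose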
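20 mM phosphate pH 7.0 + 0.01% (detergent screen) or 0.0001% Triton X-100; 5.3 nM AmpC reagent; cpd preinc 15 min RT; nitrocefin (800 uM stock) to start; A480 q20 s × 4 min; Activity was normalised to no-enzyme and no-compound control wells.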
TbPYK inhibitor: T. brucei pyruvate kinase inhibition | TbPYK enzyme, Kinase-Glo Plus ATP luminescence, 45 min | Potency, µM (series often up to 76.8 µM), for the others: at the highest dose activity, negative = inhibition, usual class: inhibitors | 0.12% of 410,000 active | Q57TT1; further: potency means the concentration at half of the fitted maximal effect; nearly all actives have a fitted effect of over 50% in size
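Luminescent Kinase-Glo Plus end-point after 45 min room-temperature reaction of T. brucei pyruvate kinase started with 130 uM ADP (final). Buffer TEA 50 mM pH 7.2 with KCl, MgCl2, BSA, Tween-20; titration-based qHTS with fitted concentration-effect curves.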
Numbers without * were called inactive; ? = inconclusive; . = no result given; & = joins results of further samples; [ ] = remark or other dose. Unless noted, the call rests on the fitted dose curve; in most records, active means well fitted curve in the direction sought with a large enough effect; inconclusive means small, poorly fitted or top-dose-only effect, or another doubt; inactive means no such curve, though single readings can be large; an effect the other way counts as inactive or inconclusive. Unless noted, on the % scale 0 is the no-effect control and ±100 the full control effect.

SMILES | LmPK inh | Sm TGR inh | AmpC no deterg | AMA1-RON2 inh | HCMV inh | AmpC inh detg | TbPYK inhibitor
N#Cc1c(N)n(CCOC(=O)c2cccc(Br)c2)c2nc3ccccc3nc12 | -2% | 2% | . | 4% | -24 | -2% | -6%
COc1ccc(C(=O)Nc2cc(=O)n(C)c(=O)n2C)cc1OC | 0% | 2% | -12% | 0% | 42 | -12% | -5%
COc1cc(OC)cc(C(=O)Nc2ccc(S(=O)(=O)Nc3onc(C)c3C)cc2)c1 | . | -2% | . | . | 5 | 11% | 0%
CCN1C(=O)c2ccccc2Sc2ccc(C(=O)N3CCC4(CC3)OCCO4)cc21 | -4% | -28% | 71%[activator] | -5% | 26 | 4% | 2%
Cc1noc(C)c1C(=O)OCC(=O)Nc1cccc(F)c1 | . | . | . | 15% | ? | . | -11%
Cc1cccc(OCC(=O)NCC(=O)N/N=C/c2ccc(O)cc2O)c1 | 3% | 4% | -28% | 83%[activator] | -26 | 7% | -19%
CC1CC1c1ccc(/C=C(\C#N)C(=O)Nc2cc(Cl)ccc2Cl)o1 (centres undefined) | 0% | 10% | -21% | ? | 15 | -4% | -11%
CC1(C)OC(c2ccccc2)=C/C(=C\C=N\NC(=O)c2ccncc2)O1 | 5% | -1% | 36% | 57%[activator] | -64* | -3% | 1%
Cc1cccc(-n2cc(CN3CCN(c4ccccn4)CC3)c(-c3cccc(F)c3)n2)c1 | 7% | -1% | 28% | 0% | 36 | 15% | 5%
CN1C(=O)/C(=C\c2cc(Br)cs2)c2ccccc21 | -9% | -1% | -14% | -8% | -9 | -18% | 4%
O=C1N/C(=C/c2cccn2-c2ccccc2)C(=O)N1Cc1ccc(F)cc1 | -4% | ? | -43% | 2% | 76 | -12% | 4%
O=C(O)C1C2CCC(O2)C1C(=O)Nc1cnn(Cc2ccccc2)c1 (centres undefined) | 1% | 4% | -24% | -6% | -18 | 3% | -11%
O=C(c1[nH]nc2c1CCc1ccccc1-2)N1CCN(Cc2ccc3c(c2)OCO3)CC1 | 2% | 12% | 78%[activator] | -10% | . | -4% | 2%
COc1cccc(NC(=O)CCNC(=O)N2CC(=O)Nc3ccccc32)c1 | -1% | -22% | -9% | 7% | 22 | -10% | 8%
O=C(c1ccc2c3n(nc2c1)-c1ccc(Cl)cc1CO3)N1CCCCC1 | 25µM* | 0% | 80%[activator] | -2% | 110 | 1% | -19%

Whole records, looked up by structure:
COc1ccc(C(=O)Nc2cc(=O)n(C)c(=O)n2C)cc1OC across the screens: LmPK inh = 0%; Sm TGR inh = 2%; AmpC no deterg = -12%; AMA1-RON2 inh = 0%; HCMV inh = 42; AmpC inh detg = -12%; TbPYK inhibitor = -5%
O=C(c1ccc2c3n(nc2c1)-c1ccc(Cl)cc1CO3)N1CCCCC1 across the screens: LmPK inh = 25µM*; Sm TGR inh = 0%; AmpC no deterg = 80%[activator]; AMA1-RON2 inh = -2%; HCMV inh = 110; AmpC inh detg = 1%; TbPYK inhibitor = -19%

Going on with the list.
SMILES | LmPK inh | Sm TGR inh | AmpC no deterg | AMA1-RON2 inh | HCMV inh | AmpC inh detg | TbPYK inhibitor
CC(C)c1ccc(NC(=O)NC2(C(=O)NCc3cccnc3)CCCCC2)cc1 | 1% | -19% | 71%[activator] | -2% | -11 | -11% | 3%
Cc1nc2ccn(Cc3ccccc3)c(=O)c2cc1C(=O)N1CCN(c2ccccc2)CC1 | -3% | -9% | 147%[activator] | 8% | -9 | ? | 4%
O=C(Cn1nnc(-c2ccccc2NC(=O)c2ccco2)n1)Nc1ccccc1 | 11% | -16% | -17% | 2% | . | ? | -12%
CSc1nc2sc3c(c2c(=O)n1-c1ccccc1)CCC(C(C)(C)C)C3 (centres undefined) | . | 4% | . | . | -25 | 15% | -1%
CCC(=O)Nc1ccc(C(=O)Nc2ccc(OC)cc2[N+](=O)[O-])cc1 | -2% | 4% | -13% | 14% | -32 | -1% | -11%
Cc1ccc(NC(=O)c2ccccc2-c2ccc(C(F)(F)F)cc2)cc1S(=O)(=O)N1CCOCC1 | 1% | 2% | 1% | 20% | -36 | -7% | 0%
CCOc1ccc(C(=O)O)cn1 | -1% | ? | -12% | -3% | -18 | -13% | -4%
COc1cccc(-c2cnc(C(O)c3ccc(Cl)cc3C)[nH]2)c1 (centres undefined) | . | . | . | -11% | -32 | . | 2%
COc1ccc(NC(=O)c2ccc(C)o2)c([N+](=O)[O-])c1 | -14% | -1% | -22% | -3% | -12 | -8% | -6%
COc1ccc(C(=O)N2CCC(C(=O)Nc3ccc(C)cc3)CC2)cc1 | 0% | 42%[activator] | -2% | 19% | 23 | ? | -20%
COC(=O)c1ccc(C2=NOC(C)(c3nnc(Cc4ccccc4)o3)C2)cc1 (centres undefined) | . | -4% | 102%[activator] | 14% | -21 | -7% | 5%
O=C(N/C=C/n1cnc2cc(C(F)(F)F)ccc21)c1ccc(F)cc1 | . | . | . | 4% | -32 | . | 3%
Cc1cc(NC(=O)c2nn(C)c(C)c2[N+](=O)[O-])no1 | -2% | 10% | -3% | 14% | 2 | -3% | 2%
CC(C)Oc1ccc(CNCC2(O)CCOC(C)(C)C2)cc1 (centres undefined) | -3% | -1% | -33% | -14% | -6 | ? | -4%
CC(=O)Nc1ccc(CNc2ncnc3ccc(-c4c(C)noc4C)cc23)cc1 | . | -36% | -32% | . | 9 | 4% | 1%
CCOC(=O)c1c(S(=O)(=O)NCC(=O)Nc2cc(C)ccc2C)c(C)n(C)c1C | 7% | -18%&-4% | 9% | 7% | 14&-3 | -1%&-3% | -7%&-3%
CS(=O)(=O)N(CC(=O)Nc1ccccc1-c1ccccc1)c1ccc(F)cc1 | 2% | 0% | 72%[activator] | 0% | -19 | 0% | 7%
COc1cccc(C(C(=O)NC(C)(C)C)N(Cc2ccco2)C(=O)CCC(=O)Nc2cc(C)on2)c1OC (centres undefined) | 2% | . | 106%[activator] | -5% | -37 | 2% | 1%
O=C1c2ccccc2CN1CCSC(=S)N1CCSCC1 | 1% | 4% | -30% | . | . | 7% | .
CCOCCn1c(SCc2cccc(C)c2)nc2c1c(=O)[nH]c(=O)n2C | 8% | -5% | 3% | -2% | -5 | -11% | -3%
COc1cc(OC)c(C(=O)OC(C)C(=O)NCc2ccc3c(c2)OCO3)cc1OC (centres undefined) | . | . | -2% | -11% | 0 | . | 2%
CCc1ccccc1NC1c2ccccc2C(=O)N1Cc1ccco1 (centres undefined) | 2% | -22% | 2% | -25% | 8 | -8% | 3%
Cc1cc(C)nc(-n2nc(C)c3c2N(Cc2ccccc2)C(=O)CC3c2ccc(Cl)cc2)n1 (centres undefined) | . | -2% | . | . | -17 | 4% | 2%
COc1ccc(-c2csc3ncnc(Cl)c23)cc1 | 10% | -1% | -19% | 17% | -35 | 6% | 0%
NS(=O)(=O)c1ccc(NC(=O)COC(=O)c2cc3ccccc3cc2O)cc1 | 1% | -10% | -58% | -15% | 0 | -2% | -1%
COc1ccc([N+](=O)[O-])cc1NC(=O)CN(C)S(=O)(=O)c1ccccc1 | 2% | 7% | -18% | -13% | -36 | ? | -1%
O=C(Nc1cccc(NC(=O)c2c(F)cccc2F)n1)c1c(F)cccc1F | -4% | -16% | -31% | -3% | -1 | -1% | -3%
COCCNC(=O)c1cccc(OC2CCN(Cc3ccc(F)cc3OC)CC2)c1 | 0% | 3% | -11% | 0% | -2 | -13% | -4%
CCOC(=O)c1c(NC(=O)c2c(C)noc2C)sc2c1CCCCC2 | 3% | -9% | -2% | -7% | . | ? | 0%
CC1CCN(C(=O)COC(=O)C2CCN(S(=O)(=O)c3ccc(Cl)c(C(F)(F)F)c3)CC2)CC1 | . | 0% | 33% | 27% | ? | -17% | -7%
O=C(NCc1ccc2c(c1)OCO2)C1CC(=O)N(C2CCCCCCC2)C1 (centres undefined) | 1% | 9% | 48% | -7% | -23 | 6% | 0%
Cc1cc(C(=O)Cn2nnc3ccccc3c2=O)c(C)n1-c1ccccc1F | 2% | -2% | -8% | -4% | -87* | -9% | -17%
COc1ccc(C)cc1NC(=O)COC(=O)c1c(C)noc1C | -2% | 7% | -21% | -25% | 17 | -12% | 0%
C[C@@H]1CN([C@@H](C)CO)C(=O)c2cc(Br)cnc2O[C@H]1CN(C)C(=O)c1ccc2c(c1)OCO2 | . | . | . | -2% | 12 | . | 0%
Cc1ccc(NC(=O)Cn2c(=O)c(C)nc3ccccc32)cc1 | 0% | 7% | -2%[2.29 µM] | 13% | -28 | -1% | 0%
O=C(NCc1ccco1)C1CCN(c2nc3ccccc3n2Cc2ccc(F)cc2)CC1 | 6% | ? | 121%[activator] | -2% | 2 | -7% | 0%
Cn1c(=O)cc(SCC(=O)N2CCN(c3ccccc3)CC2)c2ccccc21 | -1% | 8%&3% | 92%[activator] | -6% | 11 | 2%&-7% | 1%&0%
O=C1[C@H]2[C@@H](c3ccc(C(F)(F)F)cc3)N[C@]3(CCCN(Cc4ccccc4)C3=O)[C@H]2C(=O)N1Cc1ccccc1 | . | . | . | 0% | -10 | . | -1%
COCCCNCCCCOc1ccccc1-c1ccccc1 | -4% | -16% | 9% | ? | -37 | -11% | 8%
CC(=O)C1=C(C)OC(N)=C(C#N)C1c1cc2cccc(C)c2nc1Cl (centres undefined) | 3% | ? | -40% | -21% | 14 | ? | 2%
Cc1ccc(OCC(=O)Nc2ccccc2C(N)=O)cc1 | 1% | -20% | -17% | 5% | 137 | ? | 0%
O=C(c1ccc(COc2ccccc2Br)o1)N1CCN(c2ccccn2)CC1 | 8% | -12% | 30% | -15% | -2 | ? | .
Cc1c(C(=O)N2CCOCC2)sc(NC(=O)Cc2ccccc2)c1C#N | -2% | . | -12% | 8% | 36 | -9% | 2%
Cc1ccc(S(=O)(=O)N2CC(=O)Nc3ccccc32)cc1C | 1% | -26% | -23% | -4% | 6 | 2% | 7%
CCCCN(CC)C(=S)Nc1ccc2nc(N3CCN(C)CC3)cc(C)c2c1 | 9% | 3% | 81%[activator] | -1% | -72* | 0% | -4%
COc1cccc(NC(=O)CCC2CCN(C(=O)Cc3cccc(F)c3)CC2)c1 | -10% | -12% | 67%[activator] | 5% | -26 | -10% | 2%
CCOC(=O)C1=C(C)NC(=O)NC1c1ccc(C)o1 (centres undefined) | 4% | -17% | -11% | 14% | 5 | ? | 2%

High-throughput results deposited in PubChem by National Center for Advancing Translational Sciences (NCATS).
